Assay outcomes as filed in PubChem.
IDE cell activ: boosts human insulin-degrading enzyme activity in HEK cells | P14735 | FAbeta-B cleavage, fluorescence polarization; 0% vehicle, 100% cell-free pure enzyme wells | AID 493087 | activation, % at 5.96 µM | 340,000 compounds, 0.073% hits;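 active means activation above the mean of all tested compounds plus 3 SD, set per screening campaign, cut at about 17% in these data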
Target sequence (P14735 whole entry, looked up): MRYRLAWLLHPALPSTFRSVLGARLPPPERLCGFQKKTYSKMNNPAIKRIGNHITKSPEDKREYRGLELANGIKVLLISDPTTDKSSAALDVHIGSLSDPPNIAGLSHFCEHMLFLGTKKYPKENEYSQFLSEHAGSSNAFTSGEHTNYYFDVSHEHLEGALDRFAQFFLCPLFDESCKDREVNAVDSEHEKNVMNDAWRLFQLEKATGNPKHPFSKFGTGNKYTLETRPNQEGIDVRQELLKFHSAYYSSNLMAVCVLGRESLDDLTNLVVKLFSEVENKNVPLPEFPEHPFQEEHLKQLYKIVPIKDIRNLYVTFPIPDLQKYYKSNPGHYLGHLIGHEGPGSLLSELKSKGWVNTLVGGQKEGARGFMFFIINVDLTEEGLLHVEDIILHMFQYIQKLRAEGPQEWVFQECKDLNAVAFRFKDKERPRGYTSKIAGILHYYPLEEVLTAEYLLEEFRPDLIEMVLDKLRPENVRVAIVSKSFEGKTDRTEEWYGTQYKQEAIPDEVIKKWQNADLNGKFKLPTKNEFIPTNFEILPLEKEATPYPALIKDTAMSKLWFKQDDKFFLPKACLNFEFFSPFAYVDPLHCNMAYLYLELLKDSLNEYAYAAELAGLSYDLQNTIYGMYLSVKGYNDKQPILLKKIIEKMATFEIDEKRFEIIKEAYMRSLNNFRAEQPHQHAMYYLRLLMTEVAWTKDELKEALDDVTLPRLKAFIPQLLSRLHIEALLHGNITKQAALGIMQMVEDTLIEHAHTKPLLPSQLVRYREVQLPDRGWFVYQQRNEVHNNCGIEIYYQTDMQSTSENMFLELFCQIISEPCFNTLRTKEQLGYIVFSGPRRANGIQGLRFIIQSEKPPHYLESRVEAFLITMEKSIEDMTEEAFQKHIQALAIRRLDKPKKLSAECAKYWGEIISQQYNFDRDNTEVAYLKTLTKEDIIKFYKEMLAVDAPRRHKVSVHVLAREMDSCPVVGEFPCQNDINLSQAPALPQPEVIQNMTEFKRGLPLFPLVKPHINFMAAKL
Active calls of the source: *. Only part of the results is shown; the hit share may differ from the screen's.

SMILES | IDE cell activ
Cc1noc(C)c1S(=O)(=O)Nc1ccc2c(c1)C(=O)N([C@H](C)CO)C[C@H](C)[C@@H](CN(C)C(=O)Nc1ccc(C(F)(F)F)cc1)O2 | 6
O=C(OCC(=O)N1CCc2ccccc21)[C@@H]1CCCN1S(=O)(=O)c1ccccc1F | 6
O=C(CSc1nc(C(F)(F)F)cc(=O)[nH]1)Nc1cccc2ccccc12 | 8
COc1cc(N)c(Cl)cc1C(=O)OCC(=O)Nc1ccc(N2CCOCC2)cc1 | 3
CCCc1cc(=O)[nH]c(SCC(=O)Nc2c(C)n(C)n(-c3ccccc3)c2=O)n1 | 0
CC[C@]12c3[nH]c4ccc(Cl)cc4c3CCN1C(=O)[C@@H](CC(=O)NCc1ccco1)C[C@@H]2C(=O)N1CCN(C(=O)c2ccco2)CC1 | -2
O=C(c1ccccc1)c1cccc2ccccc12 | 2
CCc1noc(C)c1C(=O)NCCc1ccc(F)cc1 | 4
O=C(c1cccc(NS(=O)(=O)c2ccccc2)c1)N1CCN(c2ccccc2)CC1 | 3
CCC(=O)c1ccc(OCC(=O)Nc2ccc3c(c2)OCCO3)cc1 | 0
COC(=O)c1ccc(CNC(=O)CCNC(=O)c2ccco2)cc1 | -1
CC1(C)C(=O)Nc2ccccc2N1C(=O)COC(=O)c1ccc(NC(N)=O)cc1 | -2
Cc1cc(C)cc(N(CCC#N)C(=O)COC(=O)c2nc3nc(C)cc(C)n3n2)c1 | 0
Cc1ccncc1CNC(=O)c1ccccc1 | 5
Cc1noc(C)c1COc1ccccc1C(=O)NCc1ccco1 | 4
O=C(NCc1ccccc1F)C12CC3CC(CC(C3)C1)C2 | 6
CCCCCN(C(=O)CCC(=O)OCC(=O)NC1CCC(C)CC1)c1c(N)n(CCCC)c(=O)[nH]c1=O (configuration not stated) | 4
CCOC(=O)C1CCN(CC(=O)Nc2cc(S(=O)(=O)N3CCCCC3)ccc2Cl)CC1 | 4
CC(C(=O)NC1CCCC1)N1CCN(S(=O)(=O)c2ccc(C(C)(C)C)cc2)CC1 (configuration not stated) | 4
CC(=O)N[C@@H](Cc1c[nH]c2ccccc12)C(=O)OCc1cc(C(F)(F)F)cc(C(F)(F)F)c1 | 8
Oc1ccc(C[C@H]2CNC(=S)N2CC2CCCN2C[C@H](Cc2ccc(O)cc2)N2C[C@H](Cc3ccccc3)N(CC3CCCCC3)C2=S)cc1 (some centres not stated) | 1
O=C(CCc1ccc(S(=O)(=O)N2CCOCC2)cc1)Nc1ccc(F)cc1[N+](=O)[O-] | 2
CCOC(=O)C1=C(COC(=O)CCOc2ccccc2)NC(=O)NC1C (configuration not stated) | -2
CC(=O)N1CCN(C(=O)CCNS(=O)(=O)c2ccc(Br)cc2)CC1 | 1
CN1CCN(c2ccc(S(=O)(=O)N3CCOCC3)cc2NC(=O)CSCc2ccccc2)CC1 | 2
Cc1ccc2c(CSc3nc4ccccc4c(=O)n3CCCO)cc(=O)oc2c1 | 4
Cc1cccc(NC(=O)COC(=O)Cc2cccs2)c1C | 4
CC(=O)Nc1ccc(C(=O)Nc2cccc(S(=O)(=O)N(C)c3ccccc3)c2)cc1 | 4
O=C(C[C@@H]1C/C=C\C[C@@H](Cc2ccc(F)cc2)C(=O)OC[C@H]2CCCN2C1=O)N[C@H](CO)Cc1ccccc1 | -1
C#CCOCCOCCOCCNc1nc(N2CCN(C(=O)CCCCCCCCCCNC(=O)Cn3cc(CCCCCN)nn3)CC2)nc(N2CCN(C(=O)CCCCCCCCCCNC(=O)Cn3cc(C[C@@H](C)O)nn3)CC2)n1 | 22*
COc1ccc(CNC(=O)Cn2ccc(NC(=O)OCc3ccccc3)nc2=O)cc1 | -1
COc1cc(F)c(C2=CC(=O)CC(C)(C)C2)cc1F | 4
O=C(Nc1cccc(S(=O)(=O)N2CCCCCC2)c1)C1=COCCO1 | 3
CN(C)S(=O)(=O)c1cccc(NC(=O)COC(=O)[C@H](Cc2ccccc2)NC(=O)c2ccco2)c1 | 4
CCCCNC(=O)C(C)N(CCN(C)C)C(=O)CCCN1C(=O)NC(c2ccc([N+](=O)[O-])cc2)C(C(=O)OCc2ccccc2)=C1C (configuration not stated) | -1
COc1ccc(C(=O)CCc2ccc(OC)c(OC)c2)cc1 | 6
O=C(COC(=O)Cc1n[nH]c(=O)c2ccccc12)Nc1c(Cl)cccc1C(F)(F)F | 5
CC1Cc2cc(/C(O)=C3/C(=O)C(=O)N(CCCn4ccnc4)C3c3ccc([N+](=O)[O-])cc3)ccc2O1 (configuration not stated) | 2
N=c1nc2n(cc1F)C1OC(CO)C(O)C1O2 (configuration not stated) | 0
O=C(CN1C(=O)c2ccc([N+](=O)[O-])cc2C1=O)Nc1cc(S(=O)(=O)N2CCOCC2)ccc1Cl | -3
CN(CC(=O)Nc1ccccc1Cl)C(=O)CSc1nncs1 | -3
CN(C)S(=O)(=O)c1ccc(NC(=O)COc2cccc3c2OC(C)(C)C3)cc1 | -2
O=C(COC(=O)CNC(=O)c1ccc(Cl)cc1Cl)NC(=O)NC1CCCCC1 | 2
CC(NC(=O)c1ccccc1)C(=O)Nc1ccccc1 (configuration not stated) | 3
COc1cc(C(=O)OCC(=O)N2CCNC2=O)cc(Cl)c1OC | 0
CC(C)C(C(=O)Nc1ccccc1F)N1C(=O)c2ccccc2C1=O (configuration not stated) | 6
CC1CN(C(=O)COC(=O)[C@@H](NC(=O)c2ccccc2Cl)C(C)C)CC(C)O1 (some centres not stated) | 2
COc1ccc(OC)c(/C=C/C(=O)Nc2cccc(S(=O)(=O)NC3=NCCCCC3)c2)c1 | 2
C/C(=N\NC(=O)c1cc(C)oc1C)c1ccc(C)c([N+](=O)[O-])c1 | 4
COc1ccc(C(=O)OCc2cc(C)ccc2C)cc1S(=O)(=O)N1CCCC1 | 3

(listing goes on)
SMILES | IDE cell activ
COc1ccc(CCC(=O)OCC(=O)Nc2ccc3[nH]c(=O)[nH]c3c2)cc1 | 4
CCN1CCN(c2ccc(NC(=O)c3cccc(S(=O)(=O)N4CCCC4)c3)cc2)CC1 | 4
O=C(CNS(=O)(=O)c1cccc(C(F)(F)F)c1)NC1CCCCCC1 | 7
C/C(=C(/CCO)SSCC1CCCO1)N(C=O)Cc1cnc(C)nc1N (configuration not stated) | 6
CCN(C(=O)COC(=O)c1oc2ccccc2c1C)c1c(N)n(Cc2ccccc2)c(=O)[nH]c1=O | 5
Cc1cccn2c(=O)c3cc(C(=O)NCc4ccccc4)c(=N)n(CCCN4CCOCC4)c3nc12 | -6
O=Nc1nc2ncccn2c1-c1ccccc1 | 0
CCCN(CC(=O)Nc1ccccc1C)C(=O)Cc1cccs1 | 4
C[C@H](CO)N1C[C@H](C)[C@@H](CN(C)C(=O)NC2CCCCC2)Oc2c(cccc2N(C)C)C1=O | -2
CCOC(=O)c1c(NC(=O)CN2CCN(S(=O)(=O)c3cc(Cl)ccc3Cl)CC2)sc(C(=O)N(C)C)c1C | 0
CN(C(=O)COC(=O)CSc1ccc([N+](=O)[O-])cc1)C1CCS(=O)(=O)C1 (configuration not stated) | 1
O=C(CCNC(=O)c1ccc(Cl)cc1)Nc1ccccc1N1CCCCC1 | 1
O=C(COC(=O)C1CC2CCCC(C1)C2=O)NNC(=O)c1ccccc1F (configuration not stated) | 4
CCOc1nc(OCC)c2[nH]c(C(=O)O)c(Br)c2n1 | 2
COP(=O)(OC)C(Nc1ccc(C)cc1)c1ccc(Br)cc1 (configuration not stated) | -1
Cc1ccc(S(=O)(=O)N2CCOCC2)cc1C(=O)OC(C)C(=O)c1ccccc1 (configuration not stated) | 4
CC12CCC(=O)N1C(C(=O)NNC(=O)c1ccc(Cl)cc1)CS2 (configuration not stated) | 0
Cc1noc(C)c1COc1ccccc1C(=O)NCCOc1ccccc1F | -2
O=C(COC(=O)c1ccc([N+](=O)[O-])o1)Nc1ccc(F)cc1 | -1
CCN(C(=O)CSc1nnnn1-c1ccc(OC)cc1)C1CCS(=O)(=O)C1 (configuration not stated) | 1
COc1ccc(NC(=O)CNC(=O)Cc2cccc3ccccc23)c(OC)c1 | 1
CCN(CC(=O)Nc1ccccc1C(F)(F)F)C(=O)C1CSC2(C)CCC(=O)N12 (configuration not stated) | 2
COc1ccc([C@H]2CC(=O)C=C(c3ccc(OC(F)(F)F)cc3)C2)cc1OC | 4
Cc1ccc(S(=O)(=O)CCC(=O)OCC(=O)NCC(=O)Nc2c(C)cc(C)cc2C)cc1 | 1
Cc1cc2oc(=O)cc(-c3ccccc3)c2c(C)c1-c1ccc(N(C)C)cc1 | 1
CCC1(c2ccc(F)cc2)NC(=O)N(CC(=O)N2c3ccccc3NC(=O)CC2C)C1=O (configuration not stated) | 4
O=C(COC(=O)c1ccccc1O)Nc1ccc(N2CCOCC2)cc1 | 5
CCCC1CC(C(=O)Nc2ccccc2)C(=O)O1 (configuration not stated) | 5
CSc1nc(N)nc2c1ncn2CC(=O)NCCCN1CCCC1=O | 6
COc1ccc(C(C)(C)C)cc1NC(=O)COc1ccc(-c2nnco2)cc1 | 2
Cc1ccc(NC(=O)CNC(=O)COc2ccccc2)nc1 | 0
CCN(CC(=O)Nc1cc(Cl)ccc1C)C(=O)CCS(=O)(=O)c1ccc(C)cc1 | 2
N#Cc1ccc(NC(=O)CSc2n[nH]c(=O)n2C2CC2)cc1 | -6
COc1ccccc1CNCC(=O)Nc1cc(S(=O)(=O)N2CCOCC2)ccc1Cl | -2
O=C(COc1ccc([N+](=O)[O-])cc1)Nc1ccc2c(c1)CCC2 | 0
O=c1[nH]c(=O)n([C@H]2C[C@H](O)[C@@H](CO)O2)cc1Br | -2
Cc1cc(Cl)ccc1OCC(=O)Nc1cccc(S(=O)(=O)N2CCCC2)c1 | 1
O=C(c1cc(-c2cccnc2)nc2ccccc12)N1CCN(S(=O)(=O)c2cccs2)CC1 | 1
Cc1ccc(C)c(SCC(=O)N(C)CC(=O)Nc2ccc(N3CCOCC3)cc2)c1 | 3
CN(Cc1nc2ccccc2c(=O)[nH]1)C(=O)c1ccccc1OCc1ccc(Cl)cc1 | 3
CC(=O)Nc1sc(C)c(C)c1C(=O)OCC(=O)Nc1cccc(C)c1 | -5
O=C(COc1ccc(Br)cc1Br)NC1CCS(=O)(=O)C1 (configuration not stated) | 0
CC(C)(C)c1ccc(C(=O)NCCC(=O)Nc2cc(Cl)ccc2N2CCOCC2)cc1 | 5
Cn1c(C=O)c(C#Cc2ccccc2)c2ccccc21 | 2
CC1CC(C)CN(C(=O)C2CC(=O)N(c3ccc4c(c3)OCCO4)C2)C1 (configuration not stated) | 1
CC(C)N=C(N)N=C(N)Nc1ccc(Cl)cc1 | -4
CC1CCCC(C)N1C(=O)COC(=O)c1cncc(Br)c1 (configuration not stated) | 9
Clc1ccc(-c2nnc(-c3ccc4ccccc4c3)o2)cc1 | 0
CC1Cc2ccccc2N1C(=O)c1cc2cccnc2n(C)c1=O (configuration not stated) | 3
COc1cc2cc(CCOC(=O)N3CCCCC3)oc(=O)c2cc1OC | -4

Other compounds.
SMILES | IDE cell activ
CC1OC1c1ccc(-c2ccc(C3OC3C)cc2)cc1 (configuration not stated) | 1
CCNc1ncnc2c1cnn2C1CCCO1 (configuration not stated) | 1
CCc1c(N)nc(N)nc1Nc1ccc(C)c(C)c1 | 1
COC(=O)c1nn(C)c(=O)[nH]c1=O | 2
CC(=O)Nc1cccc(NC(=O)CSc2ncc(C(=O)Nc3ccc(F)cc3)c(=O)n2C)c1 | 1
O=C(O)C1CCC(C(=O)O)SS1 (configuration not stated) | 4
Cc1cccc(C)c1NC(=O)Cn1c(=O)c(N2CCCCC2)c(N)n(C)c1=O | 4
Cc1ccc(S(=O)(=O)N2[C@@H](c3ccc(C(C)(C)C)cc3)C(C(=O)O)=CC[C@H]2c2ccc(C(C)C)cc2)cc1 | 7
O=[N+]([O-])c1ccccc1C=CC=NN=Cc1ccccc1O | -4
O=C(COC(=O)CCC1CCCC1)Nc1ccc(F)cc1Cl | 5
O=C1COc2ccc(C(=O)COC(=O)Cc3c(F)cccc3Cl)cc2N1 | 4
CCCCCC(=O)Nc1ccc(C(=O)COC(=O)c2ccccn2)cc1 | -1
Cc1ccc(S(=O)(=O)Nc2cccc(C(=O)N3CCCC3)c2)cc1F | -3
Nc1ccc(N2CCOCC2)c(S(=O)(=O)Nc2ccccc2Cl)c1 | 2
COc1cc(C(=O)NNC(=O)COc2ccc(Br)cc2)ccc1OCC(=O)N1CCOCC1 | 2
CCCN(CC(=O)Nc1ccccc1C)C(=O)c1ccc2c(c1)S(=O)(=O)N=C1CCCCCN12 | 1
COc1ccccc1CNC(=O)COC(=O)c1ccccc1SCC(=O)N1CCCC1 | 4
CCCCn1c(N)c(N(CC(C)C)C(=O)c2ccncc2)c(=O)[nH]c1=O | 0
CC1CCc2sc(C(=O)NCC(C)(C)N3CCOCC3)cc2C1 (configuration not stated) | -5

Entries above that have an NH in an aromatic ring, in the order listed:
SMILES | IDE cell activ
O=C(CSc1nc(C(F)(F)F)cc(=O)[nH]1)Nc1cccc2ccccc12 | 8
CCCc1cc(=O)[nH]c(SCC(=O)Nc2c(C)n(C)n(-c3ccccc3)c2=O)n1 | 0
CC[C@]12c3[nH]c4ccc(Cl)cc4c3CCN1C(=O)[C@@H](CC(=O)NCc1ccco1)C[C@@H]2C(=O)N1CCN(C(=O)c2ccco2)CC1 | -2
CCCCCN(C(=O)CCC(=O)OCC(=O)NC1CCC(C)CC1)c1c(N)n(CCCC)c(=O)[nH]c1=O (configuration not stated) | 4
CC(=O)N[C@@H](Cc1c[nH]c2ccccc12)C(=O)OCc1cc(C(F)(F)F)cc(C(F)(F)F)c1 | 8
O=C(COC(=O)Cc1n[nH]c(=O)c2ccccc12)Nc1c(Cl)cccc1C(F)(F)F | 5
COc1ccc(CCC(=O)OCC(=O)Nc2ccc3[nH]c(=O)[nH]c3c2)cc1 | 4
CCN(C(=O)COC(=O)c1oc2ccccc2c1C)c1c(N)n(Cc2ccccc2)c(=O)[nH]c1=O | 5
CCOc1nc(OCC)c2[nH]c(C(=O)O)c(Br)c2n1 | 2
N#Cc1ccc(NC(=O)CSc2n[nH]c(=O)n2C2CC2)cc1 | -6
O=c1[nH]c(=O)n([C@H]2C[C@H](O)[C@@H](CO)O2)cc1Br | -2
CN(Cc1nc2ccccc2c(=O)[nH]1)C(=O)c1ccccc1OCc1ccc(Cl)cc1 | 3
COC(=O)c1nn(C)c(=O)[nH]c1=O | 2
CCCCn1c(N)c(N(CC(C)C)C(=O)c2ccncc2)c(=O)[nH]c1=O | 0
